High-throughput results from PubChem BioAssay.
GAA inh: inhibitors of human lysosomal alpha-glucosidase | purified human GAA, 4-MU-alpha-glucoside fluorescence | Potency, µM (series often up to 76.9 µM), for inactives: at the top dose activity change, negative = inhibition, most hits filed as inhibitors | 200,000 compounds, 0.005% hits;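 note: potency is the fitted concentration of half-maximal effect; plate controls were uninhibited enzyme wells for no effect and no-enzyme background for full effect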
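qHTS format, compound range up to 77 uM. Human lysosomal enzyme at 4 nM, 400 uM 4-MU glucoside substrate, pH 5.0, 20 min room temperature; fluorescence after alkaline stop gives activity normalized to controls.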
HTT cytoprotect: Huntington cell model cytoprotection by ATP luminescence | AID 1471 | Potency, µM (titrated, usually from 56.4 µM), without a hit: cytoprotection (ATP increase), usual class: activators | 230,000 compounds, 0.14% hits | PC12 HTT-Q103 induced, cytoprotection, ATP luminescence, 40 h;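 note: potency is the fitted concentration of half-maximal effect; % of control where 0% means no effect; nearly all actives have a fitted effect of over 45% in size; toxic huntingtin expression switched on by the ecdysone agonist tebufenozide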
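ATP quantification (ATPlite) reports survival of PC12 cells in which tebufenozide, 100 nM final, switches on Htt exon 1 with 103 glutamines linked to GFP; compounds are titrated.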
CBFb-RUNX1 inh: blocks binding between human CBF-beta and RUNX1; Q01196+Q13951; AlphaScreen CBFb-His/RUNX1-biotin binding, biochemical; Potency, µM (doses to about 59.8 µM), inactives show top-dose activity, negative = inhibition, most hits filed as inhibitors; 230,000 tested, under 10 active; AID 1477; note: % of control where 0% means no effect
Target sequence (Q01196 whole entry, looked up): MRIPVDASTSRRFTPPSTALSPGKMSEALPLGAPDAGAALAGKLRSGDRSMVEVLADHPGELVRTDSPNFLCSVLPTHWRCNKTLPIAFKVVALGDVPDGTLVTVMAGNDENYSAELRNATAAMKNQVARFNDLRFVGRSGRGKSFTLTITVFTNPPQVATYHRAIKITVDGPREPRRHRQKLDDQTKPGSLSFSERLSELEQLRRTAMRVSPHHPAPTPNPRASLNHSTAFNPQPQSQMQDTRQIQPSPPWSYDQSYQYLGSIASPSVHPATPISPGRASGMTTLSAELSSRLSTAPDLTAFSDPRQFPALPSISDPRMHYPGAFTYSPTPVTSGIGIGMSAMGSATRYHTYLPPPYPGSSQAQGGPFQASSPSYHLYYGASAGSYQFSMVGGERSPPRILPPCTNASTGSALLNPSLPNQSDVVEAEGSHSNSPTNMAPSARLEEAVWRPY
Target sequence (Q13951 whole entry, looked up): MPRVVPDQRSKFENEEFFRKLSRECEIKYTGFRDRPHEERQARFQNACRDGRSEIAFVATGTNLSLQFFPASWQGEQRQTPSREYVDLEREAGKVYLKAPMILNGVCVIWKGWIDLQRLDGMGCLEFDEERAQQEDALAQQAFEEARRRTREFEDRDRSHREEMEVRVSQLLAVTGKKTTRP
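CBF-beta (His) and RUNX1 (biotin), 30 nM each; 20 min preassociation; + compound, 15 min; + beads 50 ng each (Ni, streptavidin), 90 min; RT; AlphaScreen read.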
HTT aggregate: reduces HttQ103-GFP aggregates in PC12 cells; PC12 HttQ103-GFP aggregates, Acumen cytometry, 40 h; Potency, µM (top dose mostly 46.1 µM), for inactives: top-dose activity change, negative = inhibition, most hits filed as inhibitors; 220,000 compounds, 1.1% hits; note: potency is the fitted concentration of half-maximal effect; % is set by controls: 0 for no effect and ±100 for the full control effect; nearly all actives have a fitted effect of over 60% in size
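Steps: seed 1500 PC12 HTTQ103-GFP cells/well; add tebufenozide, 100 nM final; add compound titration; add ATPLite reagent; quantify GFP aggregates by laser scanning cytometry.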
Lamin A splicing: modulators of lamin A splicing; HeLa LMNA splicing GFP/RFP minigene ratio, 48 h; Potency, µM (highest dose often 46.1 µM), for inactives: at the highest dose ratio change, negative = inhibition, usual class: inhibitors; 200,000 compounds, 0.01% hits; AID 1487; active = well fitted inhibition curve with a large enough effect in the signal ratio, with a control signal flat, not every such curve was filed as active; inconclusive = small, poorly fitted or top-dose-only effect, or effect the other way, or a change in a side signal; the % refers to the signal ratio; note: potency is the fitted concentration of half-maximal effect; % is set by controls: 0 for no effect and ±100 for the full control effect
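Read-out is the ratio of GFP to DsRed2 object intensity, acquired by 488 nm laser-scanning cytometry on HeLa lamin A-EGFP minigene reporter cells. Compound incubation 48 hrs at 37 °C in Opti-MEM with 2% FBS; DMSO 0.5% final.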
GAA glycogen mod: inhibitors or activators of human alpha-glucosidase glycogen cleavage; AID 2100; Potency, µM (titrated, usually from 76.4 µM), without a hit: at the top dose activity change, negative = inhibition, actives largely listed as inhibitors; P10253; recombinant GAA, glycogen substrate, Amplex Red glucose oxidase fluorescence; 300,000 compounds, 0.38% hits;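 note: potency is the fitted concentration of half-maximal effect; 0% = full enzyme reaction and -100% = no-enzyme basal signal; the screen sought inhibitors and activators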
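Recombinant human enzyme (4 nM); glycogen substrate; 37 C, 40 min, pH 5.0. Readout: coupled glucose oxidase/Amplex Red fluorescence.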
GAA spleen mod: inhibitors or activators of human alpha-glucosidase in spleen homogenate; P10253; human spleen homogenate, 4-MU-alpha-glucoside fluorescence; Potency, µM (series often up to 79.9 µM), inactives show at the highest dose activity change, negative = inhibition, actives largely listed as inhibitors; 240,000 compounds, 0.006% hits; AID 2112;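 note: potency is the fitted concentration of half-maximal effect; 0% = enzyme with vehicle and -100% = no enzyme basal signal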
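Enzyme source: human spleen homogenate, 1 ug/well. Buffer 50 mM citric acid/K phosphate pH 5.0, 0.01% Tween-20. 4-MU-alpha-glucoside 1 mM; 37 C x 40 min; NaOH/glycine stop; fluorescence.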
Active calls of the source: *; [ ] = remark or other dose. Unless noted, calls come from the whole dose curve; as a rule, active = well fitted curve in the direction sought with a large enough effect; inconclusive = small, poorly fitted or top-dose-only effect, or another doubt; inactive = no such curve, though single readings can be large; an effect the other way counts as inactive or inconclusive. Rows were taken by chance; about 1.5% have a hit in one of these screens.

COc1ccc(N2CCN(C(=O)CCNS(=O)(=O)c3ccc(Br)s3)CC2)cc1 was read as GAA inh inconclusive, HTT cytoprotect 1%, CBFb-RUNX1 inh -6%, HTT aggregate -27%, Lamin A splicing inconclusive, GAA glycogen mod -4% and GAA spleen mod -9%.
Screening Cc1[nH]nc2c1C(=O)CC(C)(C)C2 returned GAA inh -5%, HTT cytoprotect -5%, CBFb-RUNX1 inh -3%, HTT aggregate 13%, Lamin A splicing 15%, GAA glycogen mod -4% and GAA spleen mod -7%.
For Cc1cc(C)cc(N(CC(=O)O)S(=O)(=O)c2c(C)[nH]c(=O)[nH]c2=O)c1 the results were GAA inh 2%, HTT cytoprotect -20%, CBFb-RUNX1 inh 2%, HTT aggregate 10%, GAA glycogen mod 13% and GAA spleen mod 1%.
`CCCCCNCc1ccc(Cl)cc1` gave GAA inh -3%, HTT cytoprotect -7%, CBFb-RUNX1 inh 16%, HTT aggregate 3%, GAA glycogen mod 0% and GAA spleen mod -1%.
`N#CC1(c2ccccc2)CCCN1C(=O)c1ccc(Br)o1` (stereo not drawn) gave GAA inh 1%, HTT cytoprotect 10%[10 µM], CBFb-RUNX1 inh 3%, HTT aggregate -7%, Lamin A splicing -3%, GAA glycogen mod -3% and GAA spleen mod -9%.
COC(=O)c1oc2ccccc2c1NC(=O)/C=C/C(=O)O was read as GAA inh -4%, HTT cytoprotect -53%[inhibitor], CBFb-RUNX1 inh 3%, HTT aggregate 2%, GAA glycogen mod -2% and GAA spleen mod -5%.
Cc1ccc(S(=O)(=O)NCc2ccc(C(=O)N3CCN(c4ccccn4)CC3)cc2)cc1 was read as GAA inh -7%, HTT cytoprotect -5%, CBFb-RUNX1 inh 0%, HTT aggregate 8%, Lamin A splicing inconclusive, GAA glycogen mod 0% and GAA spleen mod -4%.
CCOC(=O)NC[C@H](Cc1ccc(OCCc2nc(-c3ccccc3)oc2C)cc1)N/C(C)=C\C(=O)c1ccc(C(F)(F)F)cc1 was read as HTT cytoprotect -34%[inhibitor], CBFb-RUNX1 inh 0% and GAA spleen mod 4%.
`COc1ccc(N(CN2C(=O)c3ccccc3C2=O)C(=O)C(C)C)cc1` gave GAA inh 2%, HTT cytoprotect 12%, CBFb-RUNX1 inh 1%, HTT aggregate -6%, Lamin A splicing -1%, GAA glycogen mod 12% and GAA spleen mod -3%.
For O=C(Nc1ccc2nc(-c3ccccc3)oc2c1)c1ccco1 the results were GAA inh -7%, HTT cytoprotect -19%, CBFb-RUNX1 inh 4%, HTT aggregate -21%, Lamin A splicing -1%, GAA glycogen mod 3% and GAA spleen mod 4%.

The final 2 records of the section above open the next one.
`COc1ccc(N(CN2C(=O)c3ccccc3C2=O)C(=O)C(C)C)cc1` gave GAA inh 2%, HTT cytoprotect 12%, CBFb-RUNX1 inh 1%, HTT aggregate -6%, Lamin A splicing -1%, GAA glycogen mod 12% and GAA spleen mod -3%.
For O=C(Nc1ccc2nc(-c3ccccc3)oc2c1)c1ccco1 the results were GAA inh -7%, HTT cytoprotect -19%, CBFb-RUNX1 inh 4%, HTT aggregate -21%, Lamin A splicing -1%, GAA glycogen mod 3% and GAA spleen mod 4%.
For CN=c1nc(-c2ccccc2)n(-c2ccccc2)s1 the results were HTT cytoprotect -2%[1.9 µM], CBFb-RUNX1 inh -10%, Lamin A splicing inconclusive and GAA spleen mod 15%.
For O=C(NN1CCCCC1)c1cccc2ccccc12 the results were GAA inh -2%, HTT cytoprotect -30%, CBFb-RUNX1 inh -1%, HTT aggregate 22%, Lamin A splicing inconclusive, GAA glycogen mod -7% and GAA spleen mod 2%.
O=C(CSCc1ccccc1)Nc1ccc2c(c1)C(=O)NC2=O was read as GAA inh 1%, CBFb-RUNX1 inh 4%, HTT aggregate 11%, Lamin A splicing 4%[46 µM], GAA glycogen mod 16% and GAA spleen mod -2%.
For CCN(CC)c1ncnc2c1ncn2Cc1c(Cl)cccc1Cl the results were GAA inh 3%, HTT cytoprotect 6%[10 µM], CBFb-RUNX1 inh 0%, HTT aggregate -16%, Lamin A splicing inconclusive, GAA glycogen mod 2% and GAA spleen mod -1%.
For CC(Nc1ccc(Cl)cc1)C(=O)NN (stereo not drawn) the results were HTT cytoprotect 10%[10 µM], CBFb-RUNX1 inh 0%, HTT aggregate -7%[9.22 µM], GAA glycogen mod inconclusive and GAA spleen mod 1%.
Screening Cc1ccccc1NC(=O)Cn1c(C)nc2ccc(NC(=O)C3CC3)cc2c1=O returned GAA inh -20%, HTT cytoprotect -10%, CBFb-RUNX1 inh inconclusive, HTT aggregate -2%, Lamin A splicing 7%, GAA glycogen mod 8% and GAA spleen mod -5%.
For COc1ccc(Cn2c(=O)[nH]c3cc(C(=O)N4CCN(c5ccccn5)CC4)ccc3c2=O)cc1 the results were GAA inh 0%, HTT cytoprotect -12%, CBFb-RUNX1 inh -5%, HTT aggregate -16%, Lamin A splicing -8%[46 µM], GAA glycogen mod -1% and GAA spleen mod -10%.
`O=C(Cc1ccc(-n2c(=O)[nH]c3ccccc3c2=O)cc1)N1CCN(c2cccc(Cl)c2)CC1` gave GAA inh 0%, HTT cytoprotect -57%[inhibitor], CBFb-RUNX1 inh 1%, HTT aggregate -23%, Lamin A splicing 5%, GAA glycogen mod -2% and GAA spleen mod -18%.
Screening CCC(c1nnnn1CCOC)N(Cc1ccc(C)cc1)Cc1cc2cc(OC)ccc2[nH]c1=O (stereo not drawn) returned GAA inh 2%, HTT cytoprotect -2%, CBFb-RUNX1 inh -4%, HTT aggregate 3%, Lamin A splicing 11%, GAA glycogen mod 5% and GAA spleen mod 2%.
Cc1ccc(S(=O)(=O)N(C)Cc2ccc(C(=O)N/N=C/c3ccc(OC(F)F)cc3OC(F)F)cc2)cc1 was read as GAA inh 4%, HTT cytoprotect -8%[10 µM], CBFb-RUNX1 inh 7%, HTT aggregate 6%, Lamin A splicing inconclusive, GAA glycogen mod 2% and GAA spleen mod -1%.

Entries above that contain fluorine, in the order listed:
CCOC(=O)NC[C@H](Cc1ccc(OCCc2nc(-c3ccccc3)oc2C)cc1)N/C(C)=C\C(=O)c1ccc(C(F)(F)F)cc1 was read as HTT cytoprotect -34%[inhibitor], CBFb-RUNX1 inh 0% and GAA spleen mod 4%.
Cc1ccc(S(=O)(=O)N(C)Cc2ccc(C(=O)N/N=C/c3ccc(OC(F)F)cc3OC(F)F)cc2)cc1 was read as GAA inh 4%, HTT cytoprotect -8%[10 µM], CBFb-RUNX1 inh 7%, HTT aggregate 6%, Lamin A splicing inconclusive, GAA glycogen mod 2% and GAA spleen mod -1%.

The listing continues:
Screening Cc1nc2nc(C)c(CCC(=O)NC(C)c3ccc4c(c3)OCCO4)c(C)n2n1 (stereo not drawn) returned GAA inh -3%, HTT cytoprotect -13%[0.074 µM], CBFb-RUNX1 inh 2%, HTT aggregate -1%, Lamin A splicing 6%, GAA glycogen mod 2% and GAA spleen mod -10%.
`CCN(CC)S(=O)(=O)c1cc(NC(=O)CN2CCN(c3ccccn3)CC2)ccc1C` gave GAA inh 4%, HTT cytoprotect -30%, CBFb-RUNX1 inh -17%, HTT aggregate -18%, Lamin A splicing -10%[46 µM], GAA glycogen mod 7% and GAA spleen mod -4%.
CCOC(=O)c1ccc2nc(C)c(C)nc2c1 was read as HTT cytoprotect -15%[10 µM], CBFb-RUNX1 inh 1%, HTT aggregate -14%[9.22 µM], GAA glycogen mod 4% and GAA spleen mod 10%.
COc1ccc2nc(NC(=O)CSc3nc4ccccc4o3)sc2c1 was read as GAA inh -1%, HTT cytoprotect -19%[10 µM], CBFb-RUNX1 inh 5%, HTT aggregate -9%, Lamin A splicing 1%, GAA glycogen mod 24% and GAA spleen mod -9%.
`COc1cc(-n2nnnc2SC)c(OC)cc1Cl` gave GAA inh 13%, CBFb-RUNX1 inh 4%, Lamin A splicing 21%[46 µM], GAA glycogen mod 17% and GAA spleen mod -8%.
Cc1ccc(C2/C(=C(/O)c3ccccc3)C(=O)C(=O)N2CCN2CCOCC2)o1 (stereo not drawn) was read as GAA inh -2%, HTT cytoprotect 0%, CBFb-RUNX1 inh 4%, HTT aggregate 9%, Lamin A splicing 0%, GAA glycogen mod -16% and GAA spleen mod -3%.
Cc1cc(C)nc(Nc2nc3ccccc3s2)n1 was read as GAA inh -7%, HTT cytoprotect 7%, CBFb-RUNX1 inh -5%, HTT aggregate 22%, GAA glycogen mod 4% and GAA spleen mod -6%.
`CC(O)C(=O)N/N=C/c1cccc(Cl)c1Cl` (stereo not drawn) gave GAA inh -4%, HTT cytoprotect 15%[10 µM], CBFb-RUNX1 inh 9%, HTT aggregate -24%, Lamin A splicing -9%, GAA glycogen mod -3% and GAA spleen mod -5%.
COc1cccc(-c2n[nH]c3c2CCC3)c1 was read as GAA inh inconclusive, HTT cytoprotect -36%[inhibitor], CBFb-RUNX1 inh -5%, HTT aggregate -7% and GAA glycogen mod 0%.
O=C(COc1cccc2cccnc12)Nc1nccs1 was read as GAA inh -8%, HTT cytoprotect 14%[10 µM], CBFb-RUNX1 inh -2%, HTT aggregate 1%, Lamin A splicing -6%, GAA glycogen mod 2% and GAA spleen mod -3%.
Cc1cccc(N2CCN(C(=O)Cn3cccc3C(=O)c3ccccc3)CC2)c1C was read as GAA inh -9%, HTT cytoprotect 0%, CBFb-RUNX1 inh -13%, HTT aggregate -23%, Lamin A splicing 13%, GAA glycogen mod 3% and GAA spleen mod -4%.
`Fc1ccccc1/C=N/Nc1nc(N2CCCCC2)nc(N2CCCCC2)n1` gave GAA inh inconclusive, HTT cytoprotect 22%[10 µM], CBFb-RUNX1 inh 1%, HTT aggregate -2%[9.22 µM], Lamin A splicing 11%[46 µM], GAA glycogen mod 18% and GAA spleen mod 1%.
Screening CCc1nnc(NC(=O)c2ccc3c(c2)C(=O)N(CC(C)C)C3=O)s1 returned GAA inh -2%, HTT cytoprotect 19%[10 µM], CBFb-RUNX1 inh 0%, HTT aggregate 0%, Lamin A splicing 5%, GAA glycogen mod 3% and GAA spleen mod -3%.
Screening O=C1CCc2nc3ccccc3c(=O)n2N1 returned GAA inh -1%, HTT cytoprotect 7%, CBFb-RUNX1 inh 2%, HTT aggregate -13%, Lamin A splicing 22%, GAA glycogen mod -4% and GAA spleen mod 5%.
